SR-BI HDL uptake: inhibitors of mouse SR-BI mediated HDL lipid uptake; AID 488896; Q61009; ldlA[mSR-BI] CHO cells, DiI-HDL uptake fluorescence, 3 h; 320,000 tested, 0.96% active; inhibition, % at 12.5 µM;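 active = mean replicate inhibition of at least 70% and a set share of replicates each scoring 70 or more; inconclusive = meets just one of the two criteria; inactive = fails both criteria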;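 note: 0% = median of neutral control wells and 100% = median of positive control wells; values of inactives mirror those of a sister screen read the other way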
CDK5 p35 inh: blocks human CDK5/p35 kinase activity | Q00535+Q15078 | Recombinant CDK5/p35, ADP-Glo luminescence, 60 min | inhibition, % at 10 µM | 330,000 tested, 0.01% active | AID 488839;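 active = highest replicate inhibition of at least 50% and at least 75% of replicates reaching 50%; inconclusive = only one of the two criteria met; inactive = both criteria failed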;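 note: plate controls were DMSO neutral control for no effect and GW8510 at 10 µM for full effect; many of its hits are not listed in these tables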
PKA-R2B act: activators of human PKA-R2B complex. P22694+P31323. PKA-R2B holoenzyme dissociation, Cy5-IP20 fluorescence polarization; R2B truncated from residue 108, S112A mutant; 0% DMSO only, 100% 113 µM cGMP. activation, % at 11.4 µM. 340,000 tested, 0.079% active;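 active = activation above a cutoff set at the mean over all compounds plus 3 SD, cut at about 18% in these data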;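 note: higher means more holoenzyme dissociation and a rise in polarization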
MITF TRPM1 HTS: activators of MITF-driven TRPM1 promoter activity in SK-MEL-5 cells. SK-MEL-5 TRPM1-promoter luciferase, 24 h; % of positive control, neutral wells = 0. activation, % at 12.5 µM. 300,000 tested, 0.75% active;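 active = mean activation of at least 80% with every replicate also reaching 80%; inconclusive = mean reaches 80% but some replicate falls short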;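 note: 0% = neutral control wells and 100% = parthenolide positive control wells; values of inactives mirror those of a sister screen read the other way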
Arr AP2 block: inhibitors of human beta-arrestin and AP2 interaction; FITC-arrestin peptide / GST-AP2 beads, flow cytometry; AP2 beta2 appendage carries R879A mutation; inhibition, % at 10 µM; 340,000 tested, 0.31% active;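 active = inhibition above a set limit, near 3 SD of compounds lacking own fluorescence, cut at about 54% in these data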;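 note: plate controls were DMSO wells for no effect and 5 µM unlabelled arrestin peptide for full effect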
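Test system: GST-tagged AP2 beta2-adaptin appendage (R879A) on 4 µm glutathione beads; also added: fluorescein-tagged arrestin peptide at 50 nM final; timing: 12 min plus 1 h, RT; signal: flow cytometry, FL1 (488/535 nm); read-out: percent drop in bead-associated FITC signal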
SUMO Mot1 rescue: inhibitors of SUMOylation pathway: yeast Mot1-301 growth rescue; growth rescue, % at 18.8 µM; AID 2716; S. cerevisiae Mot1-301 growth rescue, ATP luminescence, 38.5C; percent above DMSO median, 100 means doubled; 320,000 tested, 1% active;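 active = every valid replicate shows activation above 250% relative to neutral control wells; inactive = the rest, any valid replicate at or below 250%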;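 note: OY570 slx delta 5 strain wells were the positive control but not used for scaling; some compounds called inactive have numbers as strong as hits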
SR-BI uptake up: SR-BI HDL lipid transfer activation; 320,000 tested, 0.096% active; AID 504775; activation, % at 12.5 µM; CHO ldlA[mSR-BI] cells, DiI-HDL uptake fluorescence, 3 h; 100 = double the neutral-control signal;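 active = mean replicate activation of at least 60% and every replicate at or above 60%; inconclusive = mean or all-replicate condition met, but not both; inactive = mean below 60% and not all replicates reaching 60%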;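 note: 0% = median plate neutral-control signal and 100% = twice that signal; values of inactives mirror those of a sister screen read the other way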
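Material: SR-BI-overexpressing, LDLR-lacking CHO cells | Dosing: Single compound concentration, delivered by pin transfer | Probe or stimulus: Labelled HDL, 10 µg/mL | Signal: Bottom-read cell fluorescence after medium removal, ex 550/em 595 nm | Schedule: 3 h, 37 °C | Evaluation: HDL uptake via cellular fluorescence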
dFosB activator: activators of mouse delta FosB homodimer. activation, % at 25 µM. 340,000 tested, 0.99% active. purified delta FosB, TAMRA-CDK5 oligo fluorescence polarization; percent of positive-control signal above neutral wells. P13346;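 active = mean activation above about 17%, with every replicate also reaching it, limit read from the data, passing the limit was not always enough; inconclusive = only one of the two conditions met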;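 note: fluorescence polarization rise as delta FosB binds a TAMRA Cdk5 AP-1 oligo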
Pemphigus Ab inh: blocks pemphigus antibody binding to human desmoglein-3; DSG3-coupled beads, scFv-anti-DSG3-GFP binding, flow cytometry; stronger effect = lower value; P32926; binding (percent of control), % at 10 µM; 310,000 tested, 0.48% active;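 active = binding more than 3 SD below its plate's average and above zero; inconclusive = below that plate limit but binding exactly zero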;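 note: hits lower antibody fragment binding to DSG3; some compounds called inactive have numbers as strong as hits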
PKA-R1A act: PKA-R1A complex activation; P00514+P68181; PKA-R1A dissociation, Cy5-IP20 fluorescence polarization; scaled: DMSO 0%, 113 µM cGMP 100%; activation, % at 11.4 µM; 340,000 tested, 0.083% active; AID 504707;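 active = percent activation above the mean of all tested compounds plus 3 SD, cut at about 19% in these data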;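 note: higher means more PKAc released from R1A so a rise in polarization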
NSD2 HMT inh: blocks human histone methyltransferase NSD2 | NSD2 peptide methylation, AlphaScreen, 120 min | inhibition, % at 12.5 µM | 310,000 tested, 0.54% active; in the data active = inhibition above about 50%
Target sequence (O96028 whole entry, looked up): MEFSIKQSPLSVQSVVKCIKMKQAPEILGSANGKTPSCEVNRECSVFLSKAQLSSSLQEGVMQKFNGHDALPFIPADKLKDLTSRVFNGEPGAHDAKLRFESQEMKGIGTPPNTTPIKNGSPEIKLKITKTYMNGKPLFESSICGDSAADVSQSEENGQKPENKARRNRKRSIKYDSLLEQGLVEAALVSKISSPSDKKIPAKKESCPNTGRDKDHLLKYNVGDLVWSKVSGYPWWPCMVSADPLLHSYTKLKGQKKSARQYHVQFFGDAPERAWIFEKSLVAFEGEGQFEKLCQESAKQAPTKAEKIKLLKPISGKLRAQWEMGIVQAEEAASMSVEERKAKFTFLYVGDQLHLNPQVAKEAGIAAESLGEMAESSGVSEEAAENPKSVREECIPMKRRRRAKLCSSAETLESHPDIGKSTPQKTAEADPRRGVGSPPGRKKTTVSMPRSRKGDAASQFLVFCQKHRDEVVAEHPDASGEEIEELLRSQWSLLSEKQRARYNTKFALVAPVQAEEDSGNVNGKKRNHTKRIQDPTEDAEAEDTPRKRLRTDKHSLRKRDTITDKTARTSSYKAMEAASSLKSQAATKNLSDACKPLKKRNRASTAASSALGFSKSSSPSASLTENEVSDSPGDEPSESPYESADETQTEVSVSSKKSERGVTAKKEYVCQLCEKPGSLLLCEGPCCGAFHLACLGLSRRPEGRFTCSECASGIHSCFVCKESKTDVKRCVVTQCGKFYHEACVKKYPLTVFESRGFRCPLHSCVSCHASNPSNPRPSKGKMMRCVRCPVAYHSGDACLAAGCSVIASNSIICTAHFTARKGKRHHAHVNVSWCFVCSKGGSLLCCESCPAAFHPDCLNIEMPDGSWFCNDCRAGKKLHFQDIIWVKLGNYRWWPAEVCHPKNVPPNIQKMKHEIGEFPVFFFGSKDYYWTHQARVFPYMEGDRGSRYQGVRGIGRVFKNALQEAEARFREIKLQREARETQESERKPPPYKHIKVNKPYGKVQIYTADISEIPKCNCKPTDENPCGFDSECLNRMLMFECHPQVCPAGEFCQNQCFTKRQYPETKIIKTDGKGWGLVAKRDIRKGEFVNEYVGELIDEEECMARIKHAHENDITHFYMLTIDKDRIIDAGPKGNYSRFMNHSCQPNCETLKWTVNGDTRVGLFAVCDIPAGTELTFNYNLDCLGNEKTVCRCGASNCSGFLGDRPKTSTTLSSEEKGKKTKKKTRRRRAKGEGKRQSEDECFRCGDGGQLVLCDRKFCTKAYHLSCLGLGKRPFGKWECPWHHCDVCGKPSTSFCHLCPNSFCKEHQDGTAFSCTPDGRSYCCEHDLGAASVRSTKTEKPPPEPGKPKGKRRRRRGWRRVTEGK
* = called active by the depositor; ? = inconclusive; . = no result given. Hits appear at their usual frequency. Share with any hit: about 4.7%.

SR-BI HDL uptake	CDK5 p35 inh	PKA-R2B act	MITF TRPM1 HTS	Arr AP2 block	SUMO Mot1 rescue	SR-BI uptake up	dFosB activator	Pemphigus Ab inh	PKA-R1A act	NSD2 HMT inh	Structure
19.6	-0.7	-11.3	?	-5.1	3.9	-19.6	-3.3	109.0	-7.6	0.2	CCC(=O)Nc1ccc2nc(C3CC3)n(Cc3ccccc3)c(=O)c2c1
37.1	0.9	-3.3	-2.0	8.4	464.5	-37.1	-10.7	98.0	-23.8	-0.6	O=C(Cc1ccc(Cl)c(Cl)c1)Nc1ccccc1N1CCOCC1
6.0	0.5	-0.3	3.2	-7.4	-17.5	-6.0	4.5	86.0	-1.1	-0.3	COC(=O)c1ccc(N2CCN(C(=O)c3ccccc3)CC2)c(NC(C)=O)c1
-11.4	0.7	-0.3	1.5	-2.3	-7.8	11.4	-3.4	105.8	2.6	-2.5	O=c1[nH]c(N2CCOCC2)nc2ccccc12
66.8	-1.7	0.3	-87.7	-28.0	-39.9	-66.8	-0.4	.	6.5	2.5	COc1cc(NC(=O)c2ccc([N+](=O)[O-])o2)ccc1NC(=O)c1cccs1
-16.9	-0.7	-7.8	0.0	11.2	576.3	16.9	-5.8	102.2	-3.9	-3.4	CC(C)CNC(=O)CN(C1CCCCC1)S(C)(=O)=O
26.5	-0.2	-6.4	-7.9	13.2	-2.7	-26.5	-5.5	100.9	6.0	7.1	Cc1cccc(CNC(=O)C(C)n2nc(C)c3c(C)n(-c4ccccc4)nc3c2=O)c1 (configuration not stated)
-4.7	-0.6	-14.2	9.9	5.0	.	4.7	-8.8	107.1	1.6	2.3	CN1C2C=C(N(CCc3ccccc3)C(=O)c3ccc(Cl)cc3)CC1CC2 (configuration not stated)
-17.0	1.6	8.3	4.6	-0.1	-3.5	17.0	-0.9	75.3	-7.3	-6.1	CC1C(=O)CCN(C(C)C)C1C (configuration not stated)
58.1	-1.3	-1.7	-11.1	30.2	-1.4	-58.1	-6.5	.	-14.2	-4.2	COc1ccc(NC(=O)CCC(=O)Nc2cc(OC)c(NC(=O)c3ccco3)cc2OC)c(OC)c1
2.8	-0.1	5.6	18.5	-4.3	-1.8	-2.8	-4.1	103.4	-7.4	1.7	COc1cccc(-n2cc3c(=O)n(C)c(=O)n(C)c3c2)c1
-4.0	2.0	-6.4	2.3	-1.5	1.6	4.0	-7.2	101.8	-5.9	-0.4	Cc1ccc(S(=O)(=O)N(C)c2ccc(C(=O)O)cc2)cc1
-23.8	0.0	-10.9	2.0	7.8	7.4	23.8	-8.1	100.4	2.5	-0.3	CCN(CC(=O)NC1CCS(=O)(=O)C1)c1ccc([N+](=O)[O-])cc1C#N (configuration not stated)
35.4	0.2	5.4	-9.7	-1.4	-26.6	-35.4	-9.0	100.3	3.4	-0.8	CC(=O)Oc1ccc2ccccc2c1C(NC(=O)Cc1ccccc1)c1ccc(Cl)cc1 (configuration not stated)
-2.9	-2.0	-9.3	7.4	-19.6	-7.6	2.9	-7.9	101.1	-5.3	-0.5	Cc1cccnc1NC(=O)C1CCN(S(=O)(=O)c2c(C)noc2/C=C/c2ccco2)CC1
-21.9	-1.6	12.3	-15.1	2.2	-10.5	21.9	-6.0	-16.3*	0.0	0.5	Cc1ccc(Sc2ccc(NC(=O)c3ccc(S(C)(=O)=O)cc3Cl)cc2)cc1
10.3	15.2	-1.1	4.3	21.2	-17.9	-10.3	0.9	.	-8.4	2.1	Cc1cc(C(=O)Nc2cccc3ncccc23)no1
-34.5	-1.2	-5.1	20.9	-7.0	-1.2	34.5	-11.6	105.9	0.4	-1.2	Cc1ccc(NC(=O)CN(C)C(=O)C(c2ccccc2)c2ccccc2)cc1
14.7	7.8	-5.1	5.8	27.4	39.2	-14.7	-7.1	105.3	-3.4	.	Cc1ccc([C@H]2C(C(=O)O)=CC[C@@H](c3ccc(C)cc3)N2S(=O)(=O)c2ccc(C)cc2)cc1
13.3	0.0	-1.0	0.8	35.4	168.8	-13.3	-3.8	110.5	9.2	1.6	CCOC(=O)Cc1csc(NC(=O)c2ccc(Br)cc2)n1
-5.5	0.8	-11.1	-13.7	3.3	42.5	5.5	-8.7	.	-32.0	.	COc1ccc(C(=O)C2CCCN(S(=O)(=O)c3ccc(C(C)=O)cc3)C2)c(C)c1 (configuration not stated)
3.5	0.6	-8.4	10.1	-6.2	5.0	-3.5	0.7	.	1.2	1.1	COc1ccc(S(=O)(=O)NC(CC(=O)NCc2ccco2)c2ccco2)cc1 (configuration not stated)
5.2	-0.2	-13.2	3.6	7.8	-19.8	-5.2	-4.0	97.8	5.1	.	Cc1[nH]n(-c2ccccc2)c(=O)c1C=Nc1ccc(S(=O)(=O)NC(N)=O)cc1
76.5*	0.7	-5.3	7.4	23.8	-8.5	-76.5	-10.4	109.4	6.1	.	Cc1cccc(/C=C/c2onc(C)c2S(=O)(=O)N2CCC(C(=O)NC(C)(C)C)CC2)c1
18.1	6.9	1.9	.	-6.2	9.4	-18.1	-7.7	111.0	2.0	-0.3	CCOC(=O)c1cn[nH]c1NC(=S)Nc1ccccc1
-4.6	0.4	6.2	-6.3	2.5	0.8	4.6	-4.8	102.0	10.1	1.8	Cc1cc(NC(=O)CSc2ccccn2)no1
-15.4	-0.4	-2.2	-18.1	17.9	-14.2	15.4	2.0	101.7	-0.2	.	CCOC(=O)c1ccc(NC(=O)c2nc[nH]c2C(=O)NCC(=O)OC(C)(C)C)cc1
-8.3	-3.7	5.9	-2.1	-12.8	.	8.3	-9.4	102.2	-7.5	.	CC[C@H](C)[C@H]1CNC(=S)N1CC1CCN(CCCCc2ccccc2)CC1
19.7	1.1	-4.0	-4.6	6.1	14.5	-19.7	23.2*	110.9	-7.5	-4.7	COC(=O)c1ccc(C2C(Oc3ccc(OC)cc3)C(=O)N2CCc2ccc(F)cc2)cc1 (configuration not stated)
11.2	0.4	12.5	2.0	6.9	419.1*	-11.2	8.4	100.8	1.2	.	COC(=O)CCC(=O)OC1(C)C(=O)C2=CN(CCc3c[nH]c4ccccc34)C(c3ccc(OC)cc3)=CC2=C(Br)C1=O (configuration not stated)

The list goes on.
SR-BI HDL uptake	CDK5 p35 inh	PKA-R2B act	MITF TRPM1 HTS	Arr AP2 block	SUMO Mot1 rescue	SR-BI uptake up	dFosB activator	Pemphigus Ab inh	PKA-R1A act	NSD2 HMT inh	Structure
14.5	-2.4	1.9	4.7	5.6	-16.6	-14.5	-5.3	107.1	-3.4	0.2	COc1ccc(CNc2ccccc2)cc1Br
-1.0	1.7	-7.5	.	11.6	-8.0	1.1	0.9	96.8	4.2	-2.1	CCc1cc(C(=O)NNC(=S)Nc2cccc(C)c2)cs1
-16.2	-1.1	6.3	19.6	29.7	29.1	16.2	-0.7	99.3	4.0	0.0	CCn1c(CCCOc2ccc(Cl)cc2Cl)nnc1SCC(=O)Nc1cccc(F)c1
-7.3	3.2	-9.3	-7.4	4.7	5.6	7.3	-6.6	113.2	-5.8	-1.1	Cc1ccc(-n2c(=S)[nH]c3sc4c(c3c2=O)CCC4)cc1
11.4	-2.1	-11.3	5.5	-2.3	-3.4	-11.4	-10.4	.	-7.3	0.4	Cc1ccc(NC(=O)CCCNC(=O)c2ccc(Cl)cc2)c(O)c1
-1.2	1.0	4.0	-8.7	4.4	-0.4	1.2	-4.0	101.8	3.3	.	COc1cc2cc(C(C)(C)O)oc(=O)c2cc1OC
-6.7	0.6	-12.1	-1.1	-5.7	-8.5	6.7	-5.5	106.0	-2.1	-0.3	O=C(CN1CCN(c2ccccc2)CC1)NC(=O)NCc1ccccc1
3.4	-1.3	-6.1	-5.2	27.7	-7.1	-3.4	-2.1	.	-5.0	4.4	CC1(C)NC(=O)N(CC(O)CNC23CC4CC(CC(C4)C2)C3)C1=O (configuration not stated)
14.8	-1.1	-3.2	0.3	-4.7	8.8	-14.8	-13.9	101.2	-19.1	-4.3	COc1ccc(CCNC(=S)N2CCN(S(=O)(=O)c3ccccc3F)CC2)cc1
-3.7	-0.2	-1.5	-4.1	1.4	4.2	3.7	-6.0	.	7.2	4.2	CCOc1ccc(NC(=O)c2ccco2)cc1S(=O)(=O)N1CCCC1
3.1	-1.2	0.9	-2.7	-13.8	16.4	-3.1	-11.2	90.8	-1.8	2.0	CCOc1ccc(N(C)S(=O)(=O)c2ccc(C)c(C(=O)N3CCN(Cc4ccc5c(c4)OCO5)CC3)c2)cc1
-19.6	-0.7	-2.1	-6.3	1.3	-0.8	19.6	-9.7	84.5	-7.3	-0.2	C=CCOc1ccc(/C(O)=C2\C(=O)C(=O)N(CCOC)C2c2cccnc2)cc1 (configuration not stated)
0.6	-1.7	-0.7	0.1	0.5	-0.6	-0.6	-1.8	.	-5.4	0.2	Cc1ccccc1NC(=S)NN1CCN(C)CC1
11.3	-0.6	-12.6	8.1	-1.0	-2.0	-11.3	-2.6	.	-3.7	5.8	CCC1(C)Cc2ccccc2-c2nc(NCCO)n(-c3ccc(C)cc3)c(=O)c21 (configuration not stated)
.	0.1	1.2	-9.1	2.4	-6.8	.	-3.2	.	2.1	0.5	Cc1ccc(C(=O)NCCCNC(=O)c2ccc(Cl)cc2)cn1
0.5	0.4	1.1	-5.8	39.8	11.4	-0.5	-0.6	91.6	-6.2	1.4	Cc1cccc(OCCCC(=O)NNC(=O)c2cccc(N(C)C)c2)c1

Grouped by structure: the compounds so far with bromine (3)
SR-BI HDL uptake	CDK5 p35 inh	PKA-R2B act	MITF TRPM1 HTS	Arr AP2 block	SUMO Mot1 rescue	SR-BI uptake up	dFosB activator	Pemphigus Ab inh	PKA-R1A act	NSD2 HMT inh	Structure
13.3	0.0	-1.0	0.8	35.4	168.8	-13.3	-3.8	110.5	9.2	1.6	CCOC(=O)Cc1csc(NC(=O)c2ccc(Br)cc2)n1
11.2	0.4	12.5	2.0	6.9	419.1*	-11.2	8.4	100.8	1.2	.	COC(=O)CCC(=O)OC1(C)C(=O)C2=CN(CCc3c[nH]c4ccccc34)C(c3ccc(OC)cc3)=CC2=C(Br)C1=O (configuration not stated)
14.5	-2.4	1.9	4.7	5.6	-16.6	-14.5	-5.3	107.1	-3.4	0.2	COc1ccc(CNc2ccccc2)cc1Br

Screening results: PubChem, several laboratories
